DAGLB inh = DAGLB lipase inhibitors, primary screen, biochemical, fluorescence, HTS; inhibition, % at 5.17 µM; 0.059% of 340,000 active; AID 504411, 2011; HEK293T DAGLB membrane lysate, EnzChek fluorogenic substrate; in the data active = inhibition above about 34%;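 note: 0% = enzyme with vehicle and 100% = wells lacking enzyme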
Target sequence (Q8NCG7 whole entry, looked up): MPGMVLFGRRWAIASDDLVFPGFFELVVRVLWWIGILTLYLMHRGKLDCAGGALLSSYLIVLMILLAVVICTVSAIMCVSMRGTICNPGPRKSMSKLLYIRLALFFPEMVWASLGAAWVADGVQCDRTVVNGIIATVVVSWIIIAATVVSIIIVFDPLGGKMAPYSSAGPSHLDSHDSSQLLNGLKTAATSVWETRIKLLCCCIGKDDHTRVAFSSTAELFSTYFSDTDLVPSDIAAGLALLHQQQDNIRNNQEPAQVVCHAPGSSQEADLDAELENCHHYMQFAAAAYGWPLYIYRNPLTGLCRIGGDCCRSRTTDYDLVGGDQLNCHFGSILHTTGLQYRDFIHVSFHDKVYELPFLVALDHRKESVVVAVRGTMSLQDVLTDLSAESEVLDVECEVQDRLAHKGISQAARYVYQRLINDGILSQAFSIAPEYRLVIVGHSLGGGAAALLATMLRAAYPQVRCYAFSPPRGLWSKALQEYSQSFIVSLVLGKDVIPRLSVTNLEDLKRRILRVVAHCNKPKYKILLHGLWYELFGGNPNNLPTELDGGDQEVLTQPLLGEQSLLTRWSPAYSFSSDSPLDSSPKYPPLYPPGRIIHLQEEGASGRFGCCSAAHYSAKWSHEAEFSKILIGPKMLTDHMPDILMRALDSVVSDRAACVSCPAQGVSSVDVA
Wnt bcat act = Wnt/beta-catenin pathway activators, primary screen, cell-based, plate reader, single point; Wnt/beta-catenin reporter cell assay, activator; AID 743398, 2014; activation, % at 9.35 µM; 1.2% of 300,000 active; in the data active = activation above about 30%, passing the limit was not always enough;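 note: 0% = neutral control wells and 100% = positive control wells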
PfHsp90 yeast 2 = growth inhibition of PfHsp90-expressing yeast, primary screen, antimalarial PfHsp90 inhibitor project, S. cerevisiae, BacTiter-Glo luminescence, single point, set 2; 0.32% of 310,000 active; inhibition, % at 9.4 µM; BacTiter-Glo ATP, 48 h; yeast lacking PDR1 and PDR3 efflux regulators;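 active = every replicate shows inhibition above about 80%, whatever the replicate mean, limit read from the data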;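 note: 0% = DMSO neutral controls and 100% = 20 µM radicicol positive controls; yeast relying on Plasmodium falciparum Hsp90 in place of its own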
Rtt109 HAT inh = inhibitors of C. albicans Rtt109/Vps75 HAT, primary screen, biochemical, ThioGlo CoA-SH fluorescence, plate reader | 0.16% of 330,000 active | inhibition, % at 34.9 µM | AID 540336, 2011 | purified Rtt109/Vps75, 4 h | Histone acetyltransferase RTT109 (Candida albicans (strain SC5314 / ATCC MYA-2876)), …;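 active = inhibition of at least 50% in every replicate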
Target sequence (Q5AAJ8 whole entry, looked up): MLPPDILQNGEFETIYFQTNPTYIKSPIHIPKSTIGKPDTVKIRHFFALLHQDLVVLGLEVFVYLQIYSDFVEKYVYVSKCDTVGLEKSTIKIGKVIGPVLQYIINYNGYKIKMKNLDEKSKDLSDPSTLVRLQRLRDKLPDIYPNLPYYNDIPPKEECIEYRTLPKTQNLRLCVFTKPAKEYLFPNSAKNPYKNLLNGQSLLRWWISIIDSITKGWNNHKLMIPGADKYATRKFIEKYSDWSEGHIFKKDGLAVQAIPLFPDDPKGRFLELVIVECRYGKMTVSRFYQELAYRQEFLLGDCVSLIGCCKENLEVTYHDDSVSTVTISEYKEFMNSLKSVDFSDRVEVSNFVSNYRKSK
PvdQ inh = P. aeruginosa PvdQ acylase inhibitors, primary screen, biochemical, fluorescence, plate reader and imaging, single point; PvdQ acylase [Pseudomonas aeruginosa LESB58]; purified PvdQ acylase; inhibition, % at 10 µM; 0.063% of 340,000 active; AID 488965, 2010; in the data active = inhibition above about 30%, passing the limit was not always enough;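 note: 0% = vehicle neutral wells and 100% = reference inhibitor wells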
AddAB inh = growth inhibition of E. coli expressing H. pylori AddAB, primary screen, AddAB inhibitor project, absorbance; inhibition, % at 11.9 µM; 0.29% of 330,000 active; in the data active = inhibition above about 12%;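 note: 0% = vehicle wells of infected cells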
Tat export inh = E. coli Tat export inhibitors, primary screen, MC4100, TorA-mCherry reporter, fluorescence, single point; 0.036% of 340,000 active; inhibition, % at 10 µM;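 active = mean replicate inhibition at least 50% and at least half of replicates individually reaching 50%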;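 note: exported cargo escapes ClpAP degradation while cytoplasmic cargo is degraded and loses fluorescence; 0% = median of neutral control wells and 100% = median of NaSCN control wells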
Ecoli viability = E. coli V3065 growth inhibition, primary screen, counter-screen for AddAB inhibitor project, absorbance, OD600; 18 h; inhibition, % at 11.9 µM; 0.27% of 330,000 active; AID 449728, 2010;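 active = inhibition above the campaign's mean inhibition across all tested compounds plus 3 SD, cut at about 9.9% in these data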;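 note: uninfected addAB+ strain grown without phage in ampicillin broth; 0% = DMSO wells and 100% = ciprofloxacin 0.95 µg/ml wells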
CAL PDZ FP = CAL PDZ peptide-binding inhibitors, primary screen, biochemical, fluorescence polarization, Cer-tagged CAL PDZ, HTS; AID 504414, 2011; purified CAL PDZ, TMR-peptide fluorescence polarization, 1 h; inhibition, % at 20 µM; 0.02% of 330,000 active;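 active = highest replicate inhibition of at least 40%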;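 note: plate controls were DMSO neutral control wells for no effect and unlabeled competitor peptide control wells for full effect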
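Material: tagged CAL PDZ domain; buffer or medium: 25 mM sodium phosphate pH 7.4, 150 mM NaCl, TCEP, IgG, Thesit; compound dosing: single point, 20 µM; schedule: 1 h incubation at room temperature before polarization reading; measured by: FP readout, S and P plane fluorescence; read-out basis: percent inhibition from loss of millipolarization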
phage Ecoli inh = growth loss of phage-infected E. coli, primary screen, RecBCD inhibitor project, absorbance, with phage, HTS | inhibition, % at 11.9 µM | 0.26% of 360,000 active | AID 651602, 2012; in the data active = inhibition above about 11%
* hit, by the source's call; . = not tested or not shown.

no. | canonical_smiles | DAGLB inh | Wnt bcat act | PfHsp90 yeast 2 | Rtt109 HAT inh | PvdQ inh
1 | O=C(c1ccc(Cl)c(S(=O)(=O)N2CCOCC2)c1)N1CCN(Cc2ccccc2)CC1 | -6.8 | 0.3 | 21.6 | -4.9 | -10.8
2 | CC(C)CC(=O)c1c[nH]c(C(=O)NCCCn2ccnc2)c1 | -0.3 | -4.5 | 18.3 | 10.6 | -14.8
3 | O=C(NC(=S)Nc1ccc(N2CCOCC2)cc1)c1cncc(Br)c1 | 1.3 | . | -8.4 | 3.0 | -14.2
4 | CC(/C=C/c1ccccc1)=N\Nc1nc(C)cc(C)n1 | -4.7 | 9.5 | 0.1 | 2.7 | -8.2
5 | NC(=O)C1(N2CCCCC2)CCN(Cc2nc(-c3cccs3)no2)CC1 | -4.7 | -3.3 | -7.2 | 3.1 | -11.4
6 | O=C(c1cc([N+](=O)[O-])ccc1N1CCCC1)N1CCCCC1 | 2.0 | 0.1 | 5.7 | -4.1 | -2.3
7 | C(=N\Nc1nc(-c2ccccc2)cs1)/c1ccncc1 | 0.5 | 7.1 | -37.6 | -8.2 | -12.4
8 | Cc1ccc(S(=O)(=O)N2CCOC2CNC(=O)C(=O)NCCN2CCOCC2)cc1 (stereo unspecified) | -2.4 | -0.4 | -29.0 | -1.5 | -14.6
9 | CC(C)C(NC(=O)c1ccccc1)C(=O)N1CCCCCC1 (stereo unspecified) | -1.7 | -2.5 | -56.2 | 10.8 | -16.4
10 | CC(C)(C)NCC(O)COc1cccc2c1CCC(=O)N2 (stereo unspecified) | 2.7 | -2.5 | -11.9 | -4.9 | 3.5

no. | AddAB inh | Tat export inh | Ecoli viability | CAL PDZ FP | phage Ecoli inh
1 | -2.7 | -6.5 | -0.8 | -4.1 | 0.2
2 | 3.6 | 4.1 | 1.2 | 0.6 | 4.1
3 | 4.5 | -1.1 | 3.5 | -0.1 | 1.1
4 | 3.0 | -3.0 | -2.2 | 0.4 | -2.0
5 | -0.6 | -0.3 | 0.9 | -1.3 | 0.7
6 | -2.4 | -1.5 | -2.2 | -1.3 | 0.5
7 | -1.9 | 0.6 | -2.0 | 0.5 | 2.8
8 | 0.1 | -6.6 | -2.1 | -1.7 | 0.6
9 | 4.6 | -4.0 | 2.3 | -4.8 | 2.2
10 | -1.1 | 1.1 | 0.1 | 1.2 | 2.1

Arranged by value in Tat export inh (largest number first): three from the list above.
item | SMILES | Tat export inh
5 | NC(=O)C1(N2CCCCC2)CCN(Cc2nc(-c3cccs3)no2)CC1 | -0.3
6 | O=C(c1cc([N+](=O)[O-])ccc1N1CCCC1)N1CCCCC1 | -1.5
4 | CC(/C=C/c1ccccc1)=N\Nc1nc(C)cc(C)n1 | -3.0

Remaining list, next part
no. | canonical_smiles | DAGLB inh | Wnt bcat act | PfHsp90 yeast 2 | Rtt109 HAT inh | PvdQ inh
11 | CC(=O)OC1CCC2(C)C(CCC3C2CC(=O)C2(C)C3CC(C3CCCC3=O)C2C(C)=O)C1 (stereo unspecified) | -4.0 | -0.9 | -11.4 | -1.0 | -17.3
12 | Cc1cc(NC(=O)CN(C)CC(=O)Nc2ccc(Cl)cc2)no1 | -0.2 | 1.5 | -11.7 | 1.0 | -9.3
13 | CN(c1ccc(OCC(=O)OCC(=O)Nc2ccc(F)cc2)cc1)S(=O)(=O)c1ccc(Cl)cc1 | -2.0 | -1.1 | -41.9 | -1.3 | -10.6
14 | Cc1ccccc1OCCC(=O)OCC(=O)NCCc1ccc(S(N)(=O)=O)cc1 | -2.9 | -3.5 | -23.8 | -5.2 | 6.4
15 | CCOC(=O)c1cc2c(c(CSc3nc4ccccc4c(=O)n3Cc3ccco3)c1)OCOC2 | -2.5 | -3.1 | -42.8 | -12.5 | -4.4
16 | O=C(CSc1nc(=O)n2cc(Cl)ccc2n1)Nc1ccc2c(c1)OCCO2 | -0.5 | 3.8 | . | 1.0 | -4.4
17 | CCNC(=O)CCCOc1ccc(Cl)cc1Cl | -1.3 | . | . | -5.2 | -9.5
18 | COc1ccc(N(CC(=O)NC2CCCCCC2)S(=O)(=O)c2ccc(C)cc2)cc1OC | -0.3 | -2.1 | -1.6 | -3.0 | -6.7
19 | COc1ccc(NC(=O)Nc2c(SC)nsc2SC)cc1 | 0.3 | 0.2 | -34.9 | -5.2 | -2.2
20 | NS(=O)(=O)c1ccc(NC(=O)CSc2nnc3n2CCCCC3)cc1 | -2.2 | -0.9 | . | 0.0 | 5.5

no. | AddAB inh | Tat export inh | Ecoli viability | CAL PDZ FP | phage Ecoli inh
11 | . | -6.8 | . | 0.0 | 1.1
12 | 3.0 | -6.8 | 1.3 | 1.2 | 4.4
13 | 2.1 | -1.8 | -1.7 | -0.4 | 1.5
14 | 0.9 | -3.6 | 3.2 | -0.9 | 3.0
15 | 2.8 | -11.0 | 0.2 | -1.7 | .
16 | 1.9 | -5.4 | -2.2 | -0.8 | 2.7
17 | -0.5 | 0.9 | -0.3 | . | -0.2
18 | -0.6 | -2.1 | 0.0 | -1.2 | 2.0
19 | 3.5 | 11.5 | 0.7 | 0.3 | 4.0
20 | -0.3 | -0.5 | -1.1 | 0.3 | 2.4

(next part)
no. | canonical_smiles | DAGLB inh | Wnt bcat act | PfHsp90 yeast 2 | Rtt109 HAT inh | PvdQ inh
21 | COc1cc(/C=N/NC(=O)C(=O)/C=C2\NC3(CCCC3)Cc3ccccc32)ccc1O | 8.1 | -1.3 | -25.7 | 27.2 | -7.6
22 | CCCCn1c(N)c(N(CCC(C)C)C(=O)CCCc2nc3ccccc3s2)c(=O)[nH]c1=O | 2.4 | -3.5 | 2.9 | -0.5 | -8.9
23 | CCc1ccc(NC(=O)CN(c2ccc(OC)cc2)S(=O)(=O)c2c(C)nn(C)c2C)cc1 | -4.2 | -2.0 | -1.6 | 1.6 | 0.7
24 | CCOc1ccc(NC(=O)C2CCN(C(=O)C3CC(=O)N(c4ccc(C)cc4)C3)CC2)cc1 (stereo unspecified) | -0.7 | -0.3 | -0.9 | 0.8 | -13.7
25 | O=C(CCN1CCN(c2ccccc2)CC1)NNC(=O)Cc1ccc(Br)cc1 | 2.7 | -3.0 | 8.8 | -1.4 | -10.2
26 | CC(=O)Nc1ccc(Nc2nc(-c3c(C)nc4ccccn34)cs2)cc1 | . | 0.6 | . | . | .
27 | CCN1C(=O)c2ccc(-c3nc4ccccc4c(=O)o3)cc2C1=O | 1.9 | 1.7 | 21.1 | 3.2 | -6.9
28 | Cn1c(=O)n(Cc2ccccc2)c(=O)c2c1nc(NCC1CCCO1)n2Cc1ccccc1 (stereo unspecified) | 0.3 | -5.8 | -12.0 | 6.6 | -2.9

no. | AddAB inh | Tat export inh | Ecoli viability | CAL PDZ FP | phage Ecoli inh
21 | 3.9 | -1.1 | 0.2 | -3.6 | 3.9
22 | 2.9 | 6.1 | -0.9 | -1.9 | -1.8
23 | 2.0 | -1.3 | -3.0 | -1.5 | 2.1
24 | 1.0 | 10.7 | 0.3 | -1.6 | 0.7
25 | . | -3.1 | . | -2.3 | 1.5
26 | 2.3 | . | -0.5 | . | 1.9
27 | -0.6 | 1.3 | -0.6 | 0.6 | 4.7
28 | -0.2 | -3.9 | -3.0 | -1.0 | 1.6

Records 6 to 16 of the list above:
no. | canonical_smiles | DAGLB inh | Wnt bcat act | PfHsp90 yeast 2 | Rtt109 HAT inh | PvdQ inh
6 | O=C(c1cc([N+](=O)[O-])ccc1N1CCCC1)N1CCCCC1 | 2.0 | 0.1 | 5.7 | -4.1 | -2.3
7 | C(=N\Nc1nc(-c2ccccc2)cs1)/c1ccncc1 | 0.5 | 7.1 | -37.6 | -8.2 | -12.4
8 | Cc1ccc(S(=O)(=O)N2CCOC2CNC(=O)C(=O)NCCN2CCOCC2)cc1 (stereo unspecified) | -2.4 | -0.4 | -29.0 | -1.5 | -14.6
9 | CC(C)C(NC(=O)c1ccccc1)C(=O)N1CCCCCC1 (stereo unspecified) | -1.7 | -2.5 | -56.2 | 10.8 | -16.4
10 | CC(C)(C)NCC(O)COc1cccc2c1CCC(=O)N2 (stereo unspecified) | 2.7 | -2.5 | -11.9 | -4.9 | 3.5
11 | CC(=O)OC1CCC2(C)C(CCC3C2CC(=O)C2(C)C3CC(C3CCCC3=O)C2C(C)=O)C1 (stereo unspecified) | -4.0 | -0.9 | -11.4 | -1.0 | -17.3
12 | Cc1cc(NC(=O)CN(C)CC(=O)Nc2ccc(Cl)cc2)no1 | -0.2 | 1.5 | -11.7 | 1.0 | -9.3
13 | CN(c1ccc(OCC(=O)OCC(=O)Nc2ccc(F)cc2)cc1)S(=O)(=O)c1ccc(Cl)cc1 | -2.0 | -1.1 | -41.9 | -1.3 | -10.6
14 | Cc1ccccc1OCCC(=O)OCC(=O)NCCc1ccc(S(N)(=O)=O)cc1 | -2.9 | -3.5 | -23.8 | -5.2 | 6.4
15 | CCOC(=O)c1cc2c(c(CSc3nc4ccccc4c(=O)n3Cc3ccco3)c1)OCOC2 | -2.5 | -3.1 | -42.8 | -12.5 | -4.4
16 | O=C(CSc1nc(=O)n2cc(Cl)ccc2n1)Nc1ccc2c(c1)OCCO2 | -0.5 | 3.8 | . | 1.0 | -4.4

no. | AddAB inh | Tat export inh | Ecoli viability | CAL PDZ FP | phage Ecoli inh
6 | -2.4 | -1.5 | -2.2 | -1.3 | 0.5
7 | -1.9 | 0.6 | -2.0 | 0.5 | 2.8
8 | 0.1 | -6.6 | -2.1 | -1.7 | 0.6
9 | 4.6 | -4.0 | 2.3 | -4.8 | 2.2
10 | -1.1 | 1.1 | 0.1 | 1.2 | 2.1
11 | . | -6.8 | . | 0.0 | 1.1
12 | 3.0 | -6.8 | 1.3 | 1.2 | 4.4
13 | 2.1 | -1.8 | -1.7 | -0.4 | 1.5
14 | 0.9 | -3.6 | 3.2 | -0.9 | 3.0
15 | 2.8 | -11.0 | 0.2 | -1.7 | .
16 | 1.9 | -5.4 | -2.2 | -0.8 | 2.7

Screening results from PubChem.
